Diaphorase inh – inhibits diaphorase or chemically oxidizes, flagging diaphorase assay artifacts; diaphorase resazurin-to-resorufin fluorescence, NADH, 16 min; bacterial (C. kluyveri) enzyme, not human; inhibition, % at 20 µM; hit rate 0.69% among 190,000; AID 1217;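 active = primary screen inhibition at 20 µM above a set limit, cut at about 50% in these data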;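 note: plate controls were DMSO with full reaction for no effect and wells lacking NADH for full effect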
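Detection: fluorescence of resorufin formed from resazurin, Ex 544/Em 590 nm; test system: Clostridium kluyveri diaphorase enzyme; amount: 0.14 U/mL diaphorase, enzyme working solution; times: 16-min room-temperature incubation before reading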
Diaphorase act – diaphorase activation or chemical reduction counter-screen; Diaphorase/resazurin coupled assay, resorufin fluorescence, 16 min; hits give high values; 1 = vehicle wells, 0 = NADH-free wells; activation factor at 20 µM; hit rate 0.005% among 190,000;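 active = diaphorase activity raised at least twofold by the compound at 20 µM; inactive = activation factor below 2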
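Material: Clostridium kluyveri diaphorase, purified enzyme; Quantity: enzyme 0.07 U/mL final; Medium: HEPES pH 7.4 buffer with MgCl2 and Tween 20; Dosing: single compound dose of 20 µM, 1% DMSO final; Schedule: 16 min reaction at room temperature; Measured by: red resorufin fluorescence at 544/590 nm excitation/emission.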
PMI activator – phosphomannose isomerase (human) activation; AID 1214; activation factor at 20 µM; P34949; purified human PMI, coupled resazurin fluorescence, 20 min; hits give high values; 1 = vehicle control, 0 substrate-free wells; hit rate 0.005% among 190,000;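 active = activation factor of 2 or more at 20 µM, relative to plate controls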
Target sequence (P34949 whole entry, looked up): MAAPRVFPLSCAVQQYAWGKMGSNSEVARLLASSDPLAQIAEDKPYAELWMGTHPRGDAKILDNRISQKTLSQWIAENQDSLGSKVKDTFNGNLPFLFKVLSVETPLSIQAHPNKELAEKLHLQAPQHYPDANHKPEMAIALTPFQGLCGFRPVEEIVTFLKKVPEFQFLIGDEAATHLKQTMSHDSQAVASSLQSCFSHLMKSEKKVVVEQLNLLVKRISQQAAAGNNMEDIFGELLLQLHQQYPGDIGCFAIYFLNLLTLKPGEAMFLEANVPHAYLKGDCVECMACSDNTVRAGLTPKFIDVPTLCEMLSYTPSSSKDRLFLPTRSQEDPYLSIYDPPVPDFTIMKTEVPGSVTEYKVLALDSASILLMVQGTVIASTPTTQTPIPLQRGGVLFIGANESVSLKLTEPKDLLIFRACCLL
Lmaj promast – reduces viability of Leishmania major promastigotes; hit rate 9% among 200,000; AID 1063; resazurin fluorescence viability; inhibition, % at 10 µM; in the data active = inhibition above about 50%;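 note: promastigotes grown with compound for 44 hours at 28 °C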
TNAP act hi DEA – activators of human TNAP at high phosphate acceptor concentration; P05186; 200,000 tested, under 10 active; activation factor at 20 µM; purified TNAP, CDP-star luminescence, 1 M DEA, 30 min; hits give high values; 0 = EDTA background, 1 = DMSO-only activity;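 active = activation factor at least 2 at 20 µM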
Target sequence (P05186 whole entry, looked up): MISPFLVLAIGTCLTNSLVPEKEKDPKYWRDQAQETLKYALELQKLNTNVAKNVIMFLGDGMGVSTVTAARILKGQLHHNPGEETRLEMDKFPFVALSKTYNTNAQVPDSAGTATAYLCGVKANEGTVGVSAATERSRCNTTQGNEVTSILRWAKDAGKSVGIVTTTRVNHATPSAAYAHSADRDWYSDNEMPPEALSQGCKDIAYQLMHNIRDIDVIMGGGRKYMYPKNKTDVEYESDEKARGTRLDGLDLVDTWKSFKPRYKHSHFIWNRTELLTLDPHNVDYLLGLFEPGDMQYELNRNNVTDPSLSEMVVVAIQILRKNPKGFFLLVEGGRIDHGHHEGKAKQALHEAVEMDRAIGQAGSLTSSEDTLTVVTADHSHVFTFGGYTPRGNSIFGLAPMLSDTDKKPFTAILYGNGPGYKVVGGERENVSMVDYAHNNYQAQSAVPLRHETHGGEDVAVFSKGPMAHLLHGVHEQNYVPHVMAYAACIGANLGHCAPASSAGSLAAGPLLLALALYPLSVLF
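Test system – human TNAP · Doses – 20 µM single point · Incubation – 30 min, room temperature · Signal – luminescent substrate turnover signal · Read-out basis – activation factor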
TNAP inh hiacc – blocks human TNAP under high phosphate acceptor concentration | hit rate 0.03% among 200,000 | purified TNAP, CDP-star luminescence, 1 M DEA | inhibition, % at 20 µM;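 active = over 50% inhibition of tissue-nonspecific alkaline phosphatase at 20 µM in the single-dose screen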;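 note: plate controls were DMSO wells for no effect and EDTA-quenched wells as full inhibition for full effect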
TNAP inh noacc – inhibitors of human TNAP without phosphate acceptor; P05186; purified TNAP, CDP-star luminescence, 30 min; inhibition, % at 20 µM; hit rate 0.26% among 200,000;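 active = tissue-nonspecific alkaline phosphatase inhibition above about 50% at 20 µM in the single-dose screen, limit read from the data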;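 note: 0% = DMSO negative control and 100% = EDTA positive control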
PMI act satM6P – increases human PMI activity with near-saturating mannose 6-phosphate; hit rate 0.34% among 190,000; AID 1216; coupled PMI enzyme assay, resazurin fluorescence, 20 min; hits give high values; 1 = untreated enzyme, 0 = substrate-free blank; P34949; activation factor at 20 µM;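 active = activation factor of 2 or more at 20 µM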
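test system = human PMI in coupled enzyme assay | medium = HEPES-buffered pH 7.4 with magnesium and detergent | also added = 1.0 mM mannose-6-phosphate substrate with 0.22 mM NADP+ | compound = 20 µM single dose | times = 20 min incubation at room temperature | measured by = resorufin fluorescence (Ex 544/Em 590 nm) from resazurin via diaphorase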
bIAP inh – blocks bovine intestinal alkaline phosphatase activity | purified bovine IAP, CDP-star luminescence, 30 min | inhibition, % at 20 µM | 190,000 tested, under 10 active | AID 1019;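 active = over 50% inhibition of intestinal alkaline phosphatase at 20 µM in the single-dose screen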
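System: purified bovine intestinal alkaline phosphatase (IAP) enzyme; Input: IAP diluted 1/65,000,000 in the well; Measured by: CDP-star luminescence signal; Compound dosing: 20 µM single dose; Incubation: 30 min reaction at room temperature.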
bIAP activator – intestinal alkaline phosphatase (bovine) activation. purified bovine IAP, CDP-star luminescence, 30 min; hits give high values; fold of DMSO-control signal, blank-subtracted. activation factor at 20 µM. hit rate 0.17% among 200,000. AID 1016;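 active = activation factor of 2 or more at 20 µM, a signal rise over negative controls twice the positive control's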
* marks the source's active call; other numbers are inactive results; x = not tested or not shown. Outcome played no part in choosing rows, and some 10% of all compounds hit somewhere here.

mol | Diaphorase inh | Diaphorase act | PMI activator | Lmaj promast | TNAP act hi DEA | TNAP inh hiacc | TNAP inh noacc | PMI act satM6P | bIAP inh | bIAP activator
O=C(CN1CCN(c2ccc(Cl)cc2)CC1)Nc1ccc(F)cc1 | 12 | 0.9 | 0.9 | -1 | 1 | -5 | -9 | 0.9 | 1 | 1
COc1cccc(C=Nc2ccccc2C(=O)Nc2ccccc2)c1O | 2 | 1 | 1 | 52* | 1 | 3 | -7 | 1 | -8 | 1.1
CCSc1nnc(NC(=O)c2cccnc2)s1 | 10 | 0.9 | 1 | -2 | 1 | -4 | -12 | 1.1 | 4 | 1
CC(C)(C)NC(=O)COC(=O)c1ccc(F)cc1Cl | -12 | 1.1 | 1.2 | 0 | 1.1 | -5 | -6 | 1.2 | 1 | 1
CC1(C)CC(=O)C2=C(C1)N(C1CCCCC1)C(=O)C2(O)C(F)(F)F (centres undefined) | 4 | 1 | 0.9 | -2 | 1 | -4 | -9 | 1 | -1 | 1
COc1ccc(-c2[nH]ncc2CN(C)CCc2c(C)n[nH]c2C)c(F)c1 | -2 | 1 | 1 | 5 | 1.1 | -7 | 15 | 1 | -38 | 1.4
CCCc1nc(SCC(N)=O)[nH]c(=O)c1CC | 20 | 0.8 | 0.9 | -3 | 1 | -5 | -10 | 0.9 | 7 | 0.9
CC(=O)c1cccc(S(=O)(=O)N2CCCC(c3nc(-c4ccc(C)o4)no3)C2)c1 (centres undefined) | 19 | 0.8 | 1.1 | 1 | 1 | -4 | -11 | 1 | 22 | 0.8
CCOc1cccc2cc(C(=O)Nc3cc(C)on3)c(=O)oc12 | 6 | 0.9 | 1 | 2 | 1 | -2 | -9 | 1 | 8 | 0.9
COc1ccc(NC(=O)CCN2C(=O)c3ccccc3S2(=O)=O)cc1 | 7 | 0.9 | 1 | -2 | 1 | -2 | -13 | 1 | 10 | 0.9
Cc1ccc(-c2nn(CC(N)=O)c(=O)c3ccccc23)cc1S(=O)(=O)N(C)C | 21 | 0.8 | 1 | 1 | 1.1 | -6 | -9 | 1 | 4 | 1
CC(C)c1ccc(C(=O)N(c2ccccn2)C(C)c2ccco2)cc1 (centres undefined) | 20 | 0.8 | 0.9 | 13 | 1 | -4 | -7 | 0.9 | 9 | 0.9
CC12CC3(C)CC(C)(C1)CC(C(=O)Nc1nn[nH]n1)(C2)C3 | 11 | 0.9 | 1.1 | -5 | 1.1 | -10 | 0 | 1.1 | 0 | 1
O=C1CC(=O)CC(c2ccccc2)C1 | 0 | 1 | 1.1 | 2 | 1 | -2 | -15 | 1.1 | -11 | 1.1
O=C(CN1C(=O)c2ccccc2C1=O)Nc1ccc(-c2nc3ccccc3o2)cc1 | -9 | 1.1 | 1 | -4 | 1 | -4 | -2 | 1 | 0 | 1
O=C(NCC1CCCN(C(=O)c2cscn2)C1)c1ccc(-c2ccccc2)cc1 (centres undefined) | 1 | 1 | 1 | -5 | 1 | -3 | -8 | 1.1 | 3 | 1
O=C(CSc1ccc2nnc(-c3ccccn3)n2n1)N1CCN(c2ccccc2)CC1 | 0 | 1 | 1.1 | 3 | 1.1 | -7 | 10 | 1 | 4 | 1
Cc1nnc(SCC(=O)Nc2ccc(Cl)cn2)[nH]c1=O | 4 | 1 | 1.1 | -9 | 1 | 1 | 3 | 1.1 | -36 | 1.4
O=C(Nc1nc(-c2ccc(F)c(F)c2)cs1)c1cc([N+](=O)[O-])ccc1N1CCOCC1 | 15 | 0.8 | 0.9 | -1 | 1 | 5 | -9 | 1 | 7 | 0.9
CCc1ccc(/C=C2\SC(=S)N(CCCC(=O)Nc3ccccn3)C2=O)cc1 | 17 | 0.8 | 0.9 | -2 | 1 | -2 | -2 | 1 | 16 | 0.8
CCN1C(=O)c2cccc3c(S(=O)(=O)Nc4ccncc4)ccc1c23 | 19 | 0.8 | 0.9 | -3 | 1.1 | -10 | -9 | 1 | 6 | 0.9
COc1cc(N)cc(NC(=O)c2ccncc2)c1 | 19 | 0.8 | 0.8 | -3 | 1 | -1 | -7 | 0.5 | -2 | 1
Cc1ccc(S(=O)(=O)N(CC(=O)N/N=C/c2ccco2)Cc2ccccc2)cc1 | 20 | 0.8 | 0.8 | 4 | 1 | 0 | 3 | 0.8 | 26 | 0.7
O=C1CC(c2ccco2)Cc2nc(NCC3CCCO3)ncc21 (centres undefined) | 10 | 0.9 | 1 | -4 | 1 | -4 | -13 | 1 | 10 | 0.9
CCSc1nc2sc3c(c2c(=O)[nH]1)CCc1ccccc1-3 | 18 | 0.8 | 1 | -5 | 1 | 0 | 10 | 1.1 | -1 | 1
CCOC(=O)C1=C(C)NC2=C(C(=O)CC(C)(C)C2)C1c1coc2ccccc2c1=O (centres undefined) | 18 | 0.8 | 1.1 | -1 | 1 | -1 | -5 | 1.1 | 11 | 0.9
CCCc1cc(=O)oc2cc3oc(C)c(C)c3cc12 | 26 | 0.7 | 0.9 | -1 | 1 | -4 | -13 | 1 | 8 | 0.9
O=C(COC(=O)C1(c2ccc(F)cc2)CCCC1)N1CCOCC1 | 15 | 0.9 | 1.1 | -4 | 1.1 | -5 | -12 | 1 | 6 | 0.9
CC(C)Oc1cccc(C(=O)NC(=S)Nc2cccc(C(F)(F)F)c2)c1 | 18 | 0.8 | 0.8 | -2 | 1 | 2 | -2 | 0.9 | 23 | 0.8
COc1ccccc1OCc1nnc(SCC(=O)N2CCCCC2)n1-c1ccccc1 | 14 | 0.9 | 1 | 3 | 1.1 | -7 | -12 | 1 | 2 | 1

Compound profiles, as listed above. Order of screens: Diaphorase inh, Diaphorase act, PMI activator, Lmaj promast, TNAP act hi DEA, TNAP inh hiacc, TNAP inh noacc, PMI act satM6P, bIAP inh, bIAP activator
`O=C1CC(c2ccco2)Cc2nc(NCC3CCCO3)ncc21` (centres undefined) is listed as 10, 0.9, 1, -4, 1, -4, -13, 1, 10, 0.9
`COc1ccc(-c2[nH]ncc2CN(C)CCc2c(C)n[nH]c2C)c(F)c1` is listed as -2, 1, 1, 5, 1.1, -7, 15, 1, -38, 1.4
`O=C(COC(=O)C1(c2ccc(F)cc2)CCCC1)N1CCOCC1` is listed as 15, 0.9, 1.1, -4, 1.1, -5, -12, 1, 6, 0.9

New compounds follow:
mol | Diaphorase inh | Diaphorase act | PMI activator | Lmaj promast | TNAP act hi DEA | TNAP inh hiacc | TNAP inh noacc | PMI act satM6P | bIAP inh | bIAP activator
CCOC(=O)CSc1nc2ccccc2c(=O)n1CCCCCC(=O)NCc1ccco1 | 13 | 0.9 | 1 | 6 | 1 | 1 | 10 | 1 | 6 | 0.9
O=C(CCC1CCCN(C(=O)C2(c3ccccc3)CC2)C1)N1CCN(c2ccccn2)CC1 (centres undefined) | x | x | x | 7 | 1 | 4 | -2 | x | -8 | 1.1
CCCCN(CCCC)S(=O)(=O)c1ccc(C(=O)Nc2nnc(CSC)o2)cc1 | 14 | 0.9 | 1.1 | 3 | 1 | -1 | -10 | 1.1 | 5 | 1
CCC(C)NC(=O)c1ccccc1NS(=O)(=O)c1ccc(OC)c(OC)c1 (centres undefined) | 20 | 0.8 | 0.9 | -3 | 1.1 | -6 | -15 | 1 | 16 | 0.8
O=c1c2cnn(-c3ccccc3)c2ncn1Cc1ccccc1 | -16 | 1.2 | 1.1 | -4 | 1.1 | -6 | -7 | 1.1 | 2 | 1
CCOC(=O)/C(C#N)=C/c1c[nH]c2ccccc12 | 10 | 0.9 | 0.8 | -2 | 1 | 0 | 3 | 0.9 | -7 | 1.1
Cc1nc2c(-c3ccc(F)cc3)c(C)nn2c(N2CCOCC2)c1C | 14 | 0.9 | 1 | 4 | 1 | -4 | -9 | 1 | -11 | 1.1
Brc1ccc(-c2nc3ccccc3s2)s1 | 13 | 0.9 | 1 | -5 | 1 | -4 | -4 | 1 | 12 | 0.9
COc1ccc(/C=N/Nc2ccc(C(F)(F)F)cc2[N+](=O)[O-])cc1O | 3 | 1 | 1 | -10 | 0.8 | 23 | 14 | 1 | 1 | 1
COc1ccc(NC(=O)c2ccc(NC(=O)COC(=O)CC(NC(=O)c3ccccc3Cl)c3ccccc3)cc2)cc1 (centres undefined) | 20 | 0.8 | 0.9 | 1 | 1 | 0 | -10 | 0.9 | -35 | 1.4
CCOc1cc(NC(=S)NCCOC)c(OCC)cc1NC(=O)c1cccs1 | 22 | 0.8 | 0.8 | 13 | 1 | -2 | 3 | 0.7 | 10 | 0.9
CC1CC(=O)c2cnc(NCC3CCCO3)nc2C1 (centres undefined) | 13 | 0.9 | 0.9 | -1 | 1 | 1 | -6 | 0.9 | 10 | 0.9
O=C(NCCC(c1ccccc1)c1ccccc1)c1cccs1 | 13 | 0.9 | 0.9 | 29 | 1 | -2 | -15 | 0.9 | 9 | 0.9
COc1ccc(S(=O)(=O)Cc2ccc(C(=O)NCc3ccccn3)o2)cc1 | 3 | 1 | 1 | -2 | 1 | -4 | 11 | 1 | 5 | 0.9
C/C=C/C=C/C(=O)Nc1nccs1 | 6 | 0.9 | 0.9 | 19 | 0.9 | 5 | -13 | 1 | 6 | 0.9
Cc1cccc(CN2CCC(CNC(=O)C3CCCN(S(=O)(=O)c4cnc[nH]4)C3)CC2)c1 (centres undefined) | 15 | 0.9 | 0.9 | -6 | 1.1 | -6 | -8 | 0.9 | -1 | 1
O=C(O)CSc1nc2c(c(C(F)(F)F)n1)CCc1ccccc1-2 | 16 | 0.8 | 1 | -2 | 1.1 | -6 | -6 | 0.8 | -19 | 1.2
COc1nn(CC(=O)N2N=C(C)CC2(O)C(F)(F)F)cc1[N+](=O)[O-] (centres undefined) | -8 | 1.1 | 1 | -7 | 1 | -3 | -12 | 1.1 | 0 | 1
CC(C)(C)CC(C)(C)NCC(=O)Nc1c2c(nc3ccccc13)CCC2 | 6 | 0.9 | 1 | 9 | 1.1 | -6 | -7 | 1 | -10 | 1.1
O=C(Nc1ccccc1)N1CCCC(c2nc(-c3ccc(F)cc3)no2)C1 (centres undefined) | 14 | 0.9 | 0.9 | 14 | 1 | -5 | -13 | 1 | 8 | 0.9
CN(C1CCCCC1)S(=O)(=O)c1ccc(-n2cnnn2)cc1 | 22 | 0.8 | 0.9 | -7 | 1 | -4 | -10 | 0.9 | -1 | 1
Cc1ccc(NC(=S)N2CCN(C3CCCCC3)CC2)cc1 | 5 | 1 | 1 | 84* | 1 | -4 | -13 | 1.1 | 6 | 0.9
Cc1cc(OCCn2cnc3ccccc3c2=O)ccc1[N+](=O)[O-] | 6 | 0.9 | 1 | -7 | 1 | 0 | -15 | 1 | 8 | 0.9
